# p97 inhibitor = inhibitors of human p97 ATPase; 220,000 tested, 0.42% active; P55072; inhibition, % at 8 µM; AID 1481; recombinant p97 ATPase, Kinase-Glo ATP luminescence, 3 h; in the data active = inhibition above about 15%;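 note: 0% = DMSO vehicle and 100% = wells lacking enzyme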
# FXIa inh = factor XIa (human) inhibition. P03951. purified FXIa, Boc-Glu-Ala-Arg-AMC fluorogenic substrate. 220,000 tested, 0.14% active. AID 798. inhibition, % at 5 µM;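 active = inhibition of at least 40%; inactive = inhibition below 40%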;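 note: fluorescence of freed AMC excited at 355 nm; 0% = enzyme without compound and 100% = no enzyme blank; many of its hits are not listed in these tables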
# MDM2 E3 inh = inhibitors of human Mdm2 E3 ubiquitin ligase. Q00987. cell-based MDM2 ubiquitination luciferase reporter, 2 h; 0 = plate control, 100 = twice control, blank-subtracted. signal enhancement, % at 5 µM. 210,000 tested, 0.11% active. AID 1230;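 active = signal enhancement of 30% or more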;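 note: luminescence tracks abundance of the self-degrading MDM2-luciferase fusion protein; higher signal means inhibition of MDM2 E3 ligase activity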
#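 Assay system: stable mammalian line carrying autodegrading MDM2–luciferase fusion reporter; Input: 2000 cells in each well; Compound dosing: single-point 5 µM; Schedule: 2 h compound exposure at 37 °C; Signal: SteadyLite luciferase luminescence after 15 min room-temperature reagent incubation; Evaluation: % luminescence enhancement versus blank-corrected plate control mean; Benchmarks: plate controls and plate blanks.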
# 14-3-3 Bad inh = disrupts binding of bovine 14-3-3 zeta to phospho-Bad peptide; P63103; TR-FRET 14-3-3zeta/Dy647-pBad peptide displacement, 1 h; inhibition, % at 21.7 µM; 220,000 tested, 0.71% active; AID 781;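 active = inhibition above about 70%, limit read from the data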;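 note: 0% = full 14-3-3 plus peptide FRET controls and 100% = background without 14-3-3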
# Wee1 degr inh = human Wee1 degradation inhibition, primary screen. P30291. HeLa Luc-Wee1K328M stability, luciferase luminescence; 100% = proteasome inhibitor MG132 effect. reporter increase, % at 5 µM. 220,000 tested, 1.2% active. AID 1321;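 active = activation above the mean of all tested compounds plus 3 SD, set per screening run, cut at about 8.8% in these data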;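 note: cells exposed to compound for 20 h before luminescence read; 0% = DMSO alone and 100% = MG132 at 30 µM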
# KLK5 inh = kallikrein 5 (human) inhibition. inhibition, % at 5 µM. recombinant hK5, fluorogenic AMC substrate cleavage. Q9Y337. 210,000 tested, 0.59% active;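 active = inhibition of 40% or more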;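 note: 0% = enzyme controls without compound and 100% = no-enzyme blanks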
# FXIIa inh 1536 = blocks human coagulation factor XIIa protease activity; 220,000 tested, 0.3% active; inhibition, % at 5 µM; purified FXIIa, Boc-QGR-AMC fluorogenic substrate, 2 h; AID 800; in the data active = inhibition above about 40%;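 note: 0% = enzyme with no compound and 100% = blank without enzyme; many of its hits are not listed in these tables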
# Target sequence (P00748 20-372 limits assumed): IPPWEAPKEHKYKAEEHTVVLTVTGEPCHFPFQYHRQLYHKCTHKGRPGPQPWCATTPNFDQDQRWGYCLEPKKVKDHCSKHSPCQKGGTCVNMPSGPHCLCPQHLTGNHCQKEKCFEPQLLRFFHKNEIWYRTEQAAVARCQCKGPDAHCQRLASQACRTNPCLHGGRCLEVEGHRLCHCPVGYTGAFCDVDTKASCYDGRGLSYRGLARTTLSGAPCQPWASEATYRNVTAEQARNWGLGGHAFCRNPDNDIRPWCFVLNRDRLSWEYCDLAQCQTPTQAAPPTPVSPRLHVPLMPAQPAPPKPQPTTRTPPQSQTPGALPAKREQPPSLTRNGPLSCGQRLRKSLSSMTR
# Target sequence (P00748 373-615 limits assumed): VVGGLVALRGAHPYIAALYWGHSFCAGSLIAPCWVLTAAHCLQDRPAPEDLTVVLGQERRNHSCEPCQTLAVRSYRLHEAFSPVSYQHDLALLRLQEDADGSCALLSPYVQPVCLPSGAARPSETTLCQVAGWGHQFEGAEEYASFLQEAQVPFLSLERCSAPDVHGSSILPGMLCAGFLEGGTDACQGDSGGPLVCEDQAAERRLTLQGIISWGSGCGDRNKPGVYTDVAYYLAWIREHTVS
# eIF4E-4G inh = blocks eIF4E binding to eIF4G | P63073+Q04637 | TR-FRET eIF4E-eIF4GI(517-606) binding, 2 h | inhibition, % at 21.7 µM | 220,000 tested, 0.37% active | AID 782;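 active = inhibition above about 30%, limit read from the data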;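 note: 0% = full FRET control wells and 100% = background wells lacking eIF4GI fragment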
# Rad51 HR inh = Rad51 (human) homologous recombination inhibition; Q06609; hRad51 DNA strand exchange, fluorescence dequenching; inhibition, % at 10 µM; 200,000 tested, 0.085% active;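 active = inhibition above 40% at the single screening dose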;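 note: 0% = DMSO control wells and 100% = blanks with heterologous ssDNA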
# Target sequence (Q06609 whole entry, looked up): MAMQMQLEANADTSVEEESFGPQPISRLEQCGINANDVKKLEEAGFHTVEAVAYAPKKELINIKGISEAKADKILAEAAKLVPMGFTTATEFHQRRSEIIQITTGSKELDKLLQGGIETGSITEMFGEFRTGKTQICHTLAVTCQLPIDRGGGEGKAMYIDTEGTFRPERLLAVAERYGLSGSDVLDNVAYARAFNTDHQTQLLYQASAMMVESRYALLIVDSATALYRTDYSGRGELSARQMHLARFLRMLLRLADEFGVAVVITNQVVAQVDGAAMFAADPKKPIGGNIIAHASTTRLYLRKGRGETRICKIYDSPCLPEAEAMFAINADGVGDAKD
#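 Material: human Rad51–ssDNA filaments; Probe or stimulus: labelled 47-mer dsDNA for strand exchange; Doses: single 10 µM dose; Incubation: 37 °C 15-min filament assembly, 30-min compound preincubation, 15-min exchange; Technique: FRET fluorescence dequenching, excitation 485 nm, emission 520 nm; Measure: Fluorescence-based percent inhibition, control- and blank-normalised; Benchmarks: plate control and blank wells.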
# Active calls of the source: *; nt = no result given; [ ] = another dose, or the depositor's remark.
SMILES,p97 inhibitor,FXIa inh,MDM2 E3 inh,14-3-3 Bad inh,Wee1 degr inh,KLK5 inh,FXIIa inh 1536,eIF4E-4G inh,Rad51 HR inh
C/C(=N\NC(=O)C1(C)CC1(Br)Br)c1cccc(NC(=O)C(C)(C)C)c1 (stereo not drawn),1,1,-3,-12,-1,-17,6,-2,3
CCCOC(=O)c1c(NC(=O)/C=C/c2cnn(C)c2C)sc(C(=O)OCC)c1C,-6,18,-48,18[fluorescence artefact?],-1,-29,28,-26[fluorescence artefact?],-7
O=C(c1cccc([N+](=O)[O-])c1)N1CCN(C/C=C/c2ccccc2)CC1,-7,0,-13,4,3,4,14,-2,11
O=C1CC(c2ccc3c(c2)OCO3)C2=C(CCCC2=O)N1 (stereo not drawn),3,-15,-15,3,0,4,-9,0,1
O=C(Cc1n[nH]c(=O)c2ccccc12)NCc1ccccc1,-4,5,-5,-4,-1,5,10,2,16
CCOC(=O)c1c(C)[nH]c(C)c1C(=O)CSc1nnc(-c2ccc(OC(F)F)cc2)o1,-1,-10,-5,3,1,-5,0,-2,-10
CCC(=O)Nc1nnc(SCc2ccc(F)cc2)s1,-4,-3,-4,7,0,-15,4,1,-4
CN(C)CCNC(=O)c1cccc(S(=O)(=O)Nc2ccccc2F)c1,-2,8,-33,5,4,14,11,2,-6
O=C(NCc1ccco1)c1nc2c(nnn2Cc2cccc(Cl)c2)c(=O)[nH]1,2,7,3,-5,1,-10,12,-1,-13
CCCc1[nH]n(-c2ccc([N+](=O)[O-])cc2)c(=O)c1C=NCCc1ccc(OC)c(OC)c1,14,9,-9,10,3,13,15,1,4
COc1ccc(Br)cc1S(=O)(=O)N1CCN=C1C,8,-1,1,8,0,-1,9,-7,0
CCCn1nnc(NC(=O)c2ccc(-c3cc(Cl)ccc3Cl)o2)n1,5,17,-6,-20,1,-1,10,6,-5
O=C(Cn1cc2c(n1)CCCC2)NC1CCN(Cc2ccccc2)CC1,5,7,-10,0[fluorescence artefact?],-3,-3,13,-4,-6
O=C(CN(CC1CCCO1)C(=O)Cn1nnc(-c2ccc(F)cc2)n1)NC1CCCCC1 (stereo not drawn),-7,-5,0,6[fluorescence artefact?],-3,0,4,3[fluorescence artefact?],4
Cc1ccc(C(=O)N(CC(=O)Nc2ccc(Cl)c(Cl)c2)Cc2ccco2)cc1,0,10,12,7[fluorescence artefact?],-3,-10,13,4[fluorescence artefact?],5
CS(=O)(=O)N(CC(=O)N/N=C/c1cccc2c1OCCO2)c1ccccc1Br,2,-22,-9,-10[fluorescence artefact?],-1,-14,-17,7,1
CCOc1ccc(N2CC(C(=O)N/N=C/c3sccc3C)CC2=O)cc1 (stereo not drawn),1,0,-4,1,-3,1,9,-2,-34
CCOC(=O)CSc1nnc2cc(C)c3ccccc3n12,-1,-3,-8,1,-2,-9,8,1[fluorescence artefact?],nt
N/C(=N\OC(=O)COc1ccccc1)c1ccc(Cl)cc1,10,20,-5,9[fluorescence artefact?],-3,0,17,0,-2
CCn1cc(C(=O)NCCCN2CCC(C)CC2)c2cc(OC)c(OC)cc2c1=O,6,0,-4,-4,-1,-13,8,9,-2
O=C1c2cccc3cccc(c23)C(=O)N1CCN1CCN(CC(O)COCc2ccc(Cl)cc2)CC1 (stereo not drawn),-3,-4,16,25,1,-11,9,-2,12
CCOc1ccccc1NC(=O)c1cnc2n(c1=O)CCS2,-1,-5,-3,4,-2,0,0,3,-1
[N-]=[N+]=CC(=O)c1ccnc(C(=O)C=[N+]=[N-])c1,-3,4,-9,9,1,-6,17,4,-4
CCOC(=O)c1c(NC(=O)Cn2nnc(-c3ccc(Cl)cc3)n2)sc(CC)c1C,7,6,-17,-8,3,-3,16,0,-6
O=C(CNc1cccc(Cl)c1)c1ccc(Cl)cc1,2,-3,9,8,2,-7,7,-2,nt

# Copied from the listing, 7 compounds:
SMILES,p97 inhibitor,FXIa inh,MDM2 E3 inh,14-3-3 Bad inh,Wee1 degr inh,KLK5 inh,FXIIa inh 1536,eIF4E-4G inh,Rad51 HR inh
N/C(=N\OC(=O)COc1ccccc1)c1ccc(Cl)cc1,10,20,-5,9[fluorescence artefact?],-3,0,17,0,-2
CCn1cc(C(=O)NCCCN2CCC(C)CC2)c2cc(OC)c(OC)cc2c1=O,6,0,-4,-4,-1,-13,8,9,-2
O=C1c2cccc3cccc(c23)C(=O)N1CCN1CCN(CC(O)COCc2ccc(Cl)cc2)CC1 (stereo not drawn),-3,-4,16,25,1,-11,9,-2,12
CCOc1ccccc1NC(=O)c1cnc2n(c1=O)CCS2,-1,-5,-3,4,-2,0,0,3,-1
[N-]=[N+]=CC(=O)c1ccnc(C(=O)C=[N+]=[N-])c1,-3,4,-9,9,1,-6,17,4,-4
CCOC(=O)c1c(NC(=O)Cn2nnc(-c3ccc(Cl)cc3)n2)sc(CC)c1C,7,6,-17,-8,3,-3,16,0,-6
O=C(CNc1cccc(Cl)c1)c1ccc(Cl)cc1,2,-3,9,8,2,-7,7,-2,nt

# Compounds above that have a furan ring, fused or not, in the order listed:
SMILES,p97 inhibitor,FXIa inh,MDM2 E3 inh,14-3-3 Bad inh,Wee1 degr inh,KLK5 inh,FXIIa inh 1536,eIF4E-4G inh,Rad51 HR inh
O=C(NCc1ccco1)c1nc2c(nnn2Cc2cccc(Cl)c2)c(=O)[nH]1,2,7,3,-5,1,-10,12,-1,-13
CCCn1nnc(NC(=O)c2ccc(-c3cc(Cl)ccc3Cl)o2)n1,5,17,-6,-20,1,-1,10,6,-5
Cc1ccc(C(=O)N(CC(=O)Nc2ccc(Cl)c(Cl)c2)Cc2ccco2)cc1,0,10,12,7[fluorescence artefact?],-3,-10,13,4[fluorescence artefact?],5

# Later entries
SMILES,p97 inhibitor,FXIa inh,MDM2 E3 inh,14-3-3 Bad inh,Wee1 degr inh,KLK5 inh,FXIIa inh 1536,eIF4E-4G inh,Rad51 HR inh
COc1cc2c(cc1OC)CN(C(=O)CCCOc1ccc(Cl)cc1Cl)CC2,-3,0,-8,-15,-2,-4,7,8,-1
Cc1cc(C(=O)N/N=C/c2ccc(-c3ccc(C)c(Cl)c3)o2)n[nH]1,-1,5,-11,-1,3,5,0,-1,-4
Nc1nc(-c2cccnc2)nc(N2CCCCC2)n1,2,2,-16,-2,-2,7,12,-8,2
CCN(CC)C(=O)C1CCCN(c2ccccc2[N+](=O)[O-])C1 (stereo not drawn),-2,2,2,-5,-1,2,8,4,nt
O=S(=O)(c1ccc(NC(=S)NCCc2ccccc2)cc1)N1CCOCC1,-4,-9,1,-6[fluorescence artefact?],1,-17,-2,-3,-5
CCCNC(=O)c1ccc(S(N)(=O)=O)cc1,8,9,-4,0,0,6,7,17,-30
CCCS(=O)(=O)N1CCC(C(=O)NCCc2ccc(C)cc2)CC1,4,-9,0,-2,-1,-8,2,4[fluorescence artefact?],6
CCOCCCNC(=O)C(NC(=O)c1ccc(NC(C)=O)cc1)c1ccc(OC)cc1 (stereo not drawn),-2,8,-11,-2[fluorescence artefact?],4,4,13,-4[fluorescence artefact?],nt
NS(=O)(=O)c1ccc(NC(=O)COC(=O)CCc2ccccc2)cc1,7,2,-17,-14,0,4,9,-5,nt
CCOC(=O)CCSc1nc(C)c2ccccc2n1,4,-2,4,-6,0,-3,20,-6,-4
Cc1c[nH]c2cccc(OCC(O)CNC(C)(C)C)c12 (stereo not drawn),-7,2,-14,-17,4,3,10,6,-2
CCC(C)(C)n1nnnc1C(c1cc2ccc(OC)cc2[nH]c1=O)N1CCc2ccccc2C1 (stereo not drawn),-1,1,-12,0,5,1,1,4[fluorescence artefact?],3
COc1cc(C(=O)Nc2oc(-c3ccccc3)c(-c3ccccc3)c2C#N)cc(OC)c1OC,-9,-3,-9,-5,9,-5,12,1,1
COc1cc(NS(=O)(=O)c2ccc(NC(=S)NC(=O)c3sc4ccccc4c3Cl)cc2)ncn1,-2,-3,0,-4,-4,-21,1,-7[fluorescence artefact?],4
Cc1cccc(CSc2nnnn2-c2ccccc2)c1,2,-5,-21,-1,1,1,-14,-3,1
COc1ccccc1-n1cnnc1SCC(=O)c1c[nH]c2ccccc12,-2,9,0,-10,5,-22,15,7,8
N#C/C(=C\c1ccc(N2CCOCC2)o1)C(=O)NCCc1ccccc1,-3,4,-11,-13,-1,1,10,4,-317
C#CCOc1ccc2c(C)cc(=O)oc2c1,7,6,-15,3,-1,-16,16,0,-3
CCOCCCNC(=S)NCCCNc1nc2ccc(C)cc2cc1C#N,4,-4,4,-9,-1,1,6,-2,0
CCOC(=O)c1cc2oc(C(c3nnnn3C3CCCCC3)N3CCOCC3)cc2[nH]1 (stereo not drawn),4,-3,-1,8,2,5,1,-5,4
C=CCN(CC=C)C(=S)Nc1cc(Cl)ccc1OC,2,2,-21,-3,3,nt,15,-3,nt
Cn1c(CC(=O)Nc2ccccc2C(F)(F)F)c(Sc2ccccc2)c2ccccc21,3,2,-13,-8[fluorescence artefact?],-2,0,5,3[fluorescence artefact?],1
c1ccc(CNc2nc(NCc3ccccc3)c3ccccc3n2)cc1,44*,-2,-7,42,-2,-2,6,11,22
CCn1c(=O)c2cc(S(=O)(=O)NC3CCCCC3)ccc2n(CC)c1=O,-1,-7,-11,-4,2,27,5,-5,9
COc1cc(C(=O)N/C(=C\c2cn(S(=O)(=O)N(C)C)c3ccccc23)C(=O)NCCCO)cc(OC)c1OC,-4,-3,-6,7,2,-9,6,0,-14
SMILES,p97 inhibitor,FXIa inh,MDM2 E3 inh,14-3-3 Bad inh,Wee1 degr inh,KLK5 inh,FXIIa inh 1536,eIF4E-4G inh,Rad51 HR inh
Cc1cc(-c2nnc(CCC(=O)N(CC3CCC3)CC3CCCO3)o2)no1 (stereo not drawn),5,-2,1,3,2,-4,4,1,21
CCCn1c(N)c(C(=O)CN2CCc3ccccc3C2)c(=O)n(C)c1=O,0,-7,-4,-7,7,10,8,0,nt
COc1ccccc1CNC(=O)C(C)NS(=O)(=O)c1ccccc1 (stereo not drawn),-3,3,-9,-2[fluorescence artefact?],-2,3,9,2[fluorescence artefact?],4
O=C(CCN1CCCCCC1)Nc1cccc(F)c1,3,-10,-9,8,0,-7,-12,-4[fluorescence artefact?],5
O=C(O)c1ccc2c(c1)N(Cc1ccccc1F)C(=O)c1ccccc1S2=O (stereo not drawn),-4,-4,71*,2[fluorescence artefact?],-2,-16,7,5[fluorescence artefact?],5
CCN1C(=O)/C(=C2/C(=O)N3c4c(cc(OC(C)=O)cc42)C(C)=CC3(C)C)SC1=S,5,0,-6,-17,-1,-18,10,0[fluorescence artefact?],5
Cc1cc(C)nc(NS(=O)(=O)c2ccc(N/C=C/C(=O)c3ccc(Cl)cc3)cc2)n1,2,5,-4,-11,14*,-20,15,-2,7
